Screens (PubChem)
Growth percent in the NCI-60 one-dose screen (48 h, 10 µM unless noted): 100 = growth as untreated, 0 = no growth, -100 = all killed.
UACC-62: UACC-62 melanoma. actives 5.4% (n = 81,000). AID 1794756
LOX IMVI: LOX IMVI melanoma; AID 1794757; actives 7.4% (n = 79,000)
MALME-3M: MALME-3M melanoma. actives 5.8% (n = 78,000). AID 1794766
T-47D: T-47D breast cancer; actives 5% (n = 79,000); AID 1794792
HS 578T: HS 578T breast cancer | actives 4.1% (n = 78,000) | AID 1794788
BT-549: BT-549 breast cancer. actives 4.4% (n = 78,000). AID 1794793
MCF7: MCF7 breast cancer | actives 6.3% (n = 82,000) | AID 1794796
UACC-257: UACC-257 melanoma. actives 4.4% (n = 78,000)
The depositor's hits bear a star; / = not tested or not shown. Rule for the calls: active = growth percent below 10; inactive = the rest.

1: NC(=O)c1sccc1Nc1ccnc(C(F)(F)F)c1
2: Clc1ccccc1N=Nc1ccccn1
3: O=C(Nc1ccc(-c2nc3ccccc3c(=O)[nH]2)cc1)c1cccnc1
4: O=C(Cc1ccc(/C=C/C(=O)c2ccccc2O)cc1)Nc1cccc2ccccc12
5: COc1ccc(C(=O)c2ccc3[nH]c(=O)nc(N)c3c2)cc1OC
6: CC1=CC(=Nc2cc(Cl)c(O)c(Cl)c2)C=CC1=O
7: FC(F)(F)c1cccc(CNC2CCN(CCc3ccccc3)CC2)c1
8: C=C1C(=O)O[C@@H]2C[C@@H](C)CCC(=O)[C@](C)(OC(C)=O)C[C@H](OC(=O)/C(C)=C\C)[C@@H]12
9: CN1CCN(Cc2ccc(NC(=O)c3cncc(C#Cc4ncc5ccccn45)c3)cc2C(F)(F)F)CC1
10: COC(=O)/C(=N\Nc1nc(=S)[nH]n1N)C(C#N)c1ccccc1 (stereo unspecified)
assay / entry | 1 | 2 | 3 | 4 | 5 | 6 | 7 | 8 | 9 | 10
UACC-62 | 115 | 100 | 95 | 91 | 98 | 95 | 86 | / | 52 | 105
LOX IMVI | / | 96 | 98 | 95 | / | 91 | 56 | 55 | 26 | 101
MALME-3M | 104 | 111 | 97 | 107 | 149 | 87 | 75 | 86 | -21* | 81
T-47D | 84 | 103 | 94 | 81 | 102 | 111 | 87 | 39 | / | 102
HS 578T | 106 | 103 | 92 | 96 | 97 | 72 | 88 | 101 | 7.0* | 99
BT-549 | 98 | 107 | 93 | 103 | 98 | 98 | 96 | 80 | 39 | 118
MCF7 | 94 | 100 | 91 | 90 | 95 | 104 | 75 | 35 | -6.4* | 105
UACC-257 | 104 | 94 | 87 | 84 | 101 | 108 | 87 | 73 | 7.6* | 94

11: COc1ccccc1N=Nc1ccccc1OC
12: N#Cc1ccc2c(c1)N(CCCN1CCC(O)CC1)c1ccccc1S2
13: COc1cc2c(Cc3ccccc3)cncc2cc1O
14: CCOC(=O)c1ccc2c(c1)ncn2-c1ccc(NC(=O)Nc2cccc(C)c2)cc1
15: NS(=O)(=O)c1ccc(CCNc2nc3c(-c4cccc(F)c4)nnn3c3ccccc23)cc1
16: CC12O[C@H](C[C@@H](OC(=O)c3ccccc3)[C@H]1O)n1c3ccccc3c3c4c(c5c6ccccc6n2c5c31)C(=O)NC4=O
17: O=[N+]([O-])c1nccn1CC(O)CCN1CCOCC1 (stereo unspecified)
18: COc1ccccc1C(C[N+](=O)[O-])c1c[nH]c2ccccc12 (stereo unspecified)
19: CC(=O)Nc1cc2c(cc1Br)-c1ccccc1C2
20: COc1cc(-c2cc(-c3ccc(Cl)cc3)nc3nc(N)[nH]c(=O)c23)ccc1Oc1ccnc2cc(Cl)ccc12
assay / entry | 11 | 12 | 13 | 14 | 15 | 16 | 17 | 18 | 19 | 20
UACC-62 | / | 94 | 87 | 71 | 104 | 55 | 85 | 61 | 78 | 99
LOX IMVI | 102 | 84 | 86 | 5.4* | 82 | 73 | 96 | 80 | 88 | 104
MALME-3M | 97 | 81 | / | 96 | 112 | 46 | 88 | 76 | 91 | 103
T-47D | 25 | 89 | 72 | 31 | 75 | 59 | 96 | 85 | 82 | 90
HS 578T | 88 | 89 | 101 | 84 | 94 | 69 | 99 | 86 | 99 | 106
BT-549 | 103 | 75 | 94 | 115 | 99 | 85 | 70 | 88 | 84 | 116
MCF7 | 71 | / | 101 | 55 | 49 | 69 | 94 | 78 | 80 | 78
UACC-257 | 102 | 97 | 94 | 94 | 98 | / | 103 | 101 | 99 | 86

From entry 11 to 15, as listed above:
11: COc1ccccc1N=Nc1ccccc1OC
12: N#Cc1ccc2c(c1)N(CCCN1CCC(O)CC1)c1ccccc1S2
13: COc1cc2c(Cc3ccccc3)cncc2cc1O
14: CCOC(=O)c1ccc2c(c1)ncn2-c1ccc(NC(=O)Nc2cccc(C)c2)cc1
15: NS(=O)(=O)c1ccc(CCNc2nc3c(-c4cccc(F)c4)nnn3c3ccccc23)cc1
assay / entry | 11 | 12 | 13 | 14 | 15
UACC-62 | / | 94 | 87 | 71 | 104
LOX IMVI | 102 | 84 | 86 | 5.4* | 82
MALME-3M | 97 | 81 | / | 96 | 112
T-47D | 25 | 89 | 72 | 31 | 75
HS 578T | 88 | 89 | 101 | 84 | 94
BT-549 | 103 | 75 | 94 | 115 | 99
MCF7 | 71 | / | 101 | 55 | 49
UACC-257 | 102 | 97 | 94 | 94 | 98

Molecules from the list above with a cyano group, in the order listed:
10: COC(=O)/C(=N\Nc1nc(=S)[nH]n1N)C(C#N)c1ccccc1 (stereo unspecified)
12: N#Cc1ccc2c(c1)N(CCCN1CCC(O)CC1)c1ccccc1S2
assay / entry | 10 | 12
UACC-62 | 105 | 94
LOX IMVI | 101 | 84
MALME-3M | 81 | 81
T-47D | 102 | 89
HS 578T | 99 | 89
BT-549 | 118 | 75
MCF7 | 105 | /
UACC-257 | 94 | 97

Other results follow.
21: NC(N)=N/N=C/c1cccc(F)c1
22: O=C(N/N=C\c1ccc(Br)cc1)c1ccncc1
23: O=C1NC(=S)S/C1=C\c1ccc(Cl)cc1
24: COc1cc2c(c(OC)c1OC)C(=O)CC(c1cccc(C(=O)Nc3ccc(C#N)cc3)c1)O2 (stereo unspecified)
25: CC(C(=O)Nc1cccnc1)c1ccc(Nc2ccnc(C(F)(F)F)c2)cc1 (stereo unspecified)
26: COc1ccc(-n2c(SCc3nnc(NC(=O)c4ccccc4)s3)nc3ccc(Cl)cc3c2=O)cc1
27: CCCCOc1nc2ccc(C)cc2cc1/C=C/c1cc(/C=C/c2cc3cc(C)ccc3nc2OCCCC)n(-c2ccccc2)n1
assay / entry | 21 | 22 | 23 | 24 | 25 | 26 | 27
UACC-62 | 102 | 113 | 97 | 35 | 91 | 89 | 97
LOX IMVI | 95 | 99 | 91 | 80 | 94 | 97 | 92
MALME-3M | 101 | 120 | 100 | 97 | 114 | 77 | 106
T-47D | 101 | 88 | 80 | 9.5* | 90 | 88 | 82
HS 578T | / | 127 | 90 | 92 | 101 | 106 | /
BT-549 | 108 | 101 | 89 | 33 | 98 | 97 | 104
MCF7 | 93 | 116 | 95 | 49 | 103 | 92 | 93
UACC-257 | 109 | 108 | 93 | 82 | / | 97 | 101
